Dengue-2 NS5 capping – flavivirus cap methylation enzyme inhibition – biochemical, confirmation dose response, primary screen (AID 588689) | Dengue-2 NS5 methyltransferase capping enzyme assay, biochemical; higher % means a stronger effect | one-dose inhibition, % at 25 µM; IC50 in µM for titrated hits | 340,000 tested, 0.3% active; in the data active = a potency from the dose series; inconclusive = inhibition above about 29% without an active follow-up result
West Nile antiviral – inhibition of WNV-induced cytopathic effect – cell-based, CPE readout (AID 1621) | 290,000 tested, 0.02% active | West Nile virus-infected cells, CPE inhibition; higher % means a stronger effect | one-dose CPE inhibition, % at 10 µM; IC50 in µM for titrated hits; in the data active = a potency from the dose series; inconclusive = CPE inhibition mostly from about 3.7% at the one dose, without a potency; inactive = the rest, 99 in 100 with CPE inhibition below about 2.2%; note: strong numbers were not always called active
RSV antiviral HEp-2 – RSV antiviral activity via CPE protection, HEp-2 cells, primary 10 µM value included (AID 2391); HEp-2 cells, RSV-induced CPE inhibition; higher % means a stronger effect; CPE inhibition, % at 10 µM; hits with a dose series show IC50 in µM; 310,000 tested, 0.13% active; in the data active = a potency from the dose series; inconclusive = CPE inhibition mostly from about 23% at the one dose, without a potency; inactive = the rest, 99 in 100 with CPE inhibition below about 21%; note: strong numbers were not always called active
Large T inhibition – SV40 large T antigen inhibitors, biochemical (AID 1903); one-dose inhibition, % at 20 µM; IC50 in µM for titrated hits; SV40 large T antigen ATPase/helicase inhibition assay; higher % means a stronger effect; 310,000 tested, 0.39% active; in the data active = a potency from the dose series; inconclusive = inhibition mostly from about 32% at the one dose, without a potency; inactive = the rest, 99 in 100 with inhibition below about 32%; note: strong numbers were not always called active
NTR1 ag – agonists of NTR1, primary screen, imaging, U2OS cells, beta-arrestin-GFP, high content (AID 493036); P30989; NTR1-U2OS beta-arrestin-GFP spot imaging, agonist mode; activation, % at 20 µM; 330,000 tested, 0.17% active;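 active = activation at or above 40% of the spot to cytoplasm intensity ratio, with at least 20 cells analyzed; inconclusive = wells under 20 cells, flagged as cytotoxic or low count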;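 note: 0% = DMSO without peptide and 100% = 100 nM NTR1 peptide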
Target sequence (P30989 whole entry, looked up): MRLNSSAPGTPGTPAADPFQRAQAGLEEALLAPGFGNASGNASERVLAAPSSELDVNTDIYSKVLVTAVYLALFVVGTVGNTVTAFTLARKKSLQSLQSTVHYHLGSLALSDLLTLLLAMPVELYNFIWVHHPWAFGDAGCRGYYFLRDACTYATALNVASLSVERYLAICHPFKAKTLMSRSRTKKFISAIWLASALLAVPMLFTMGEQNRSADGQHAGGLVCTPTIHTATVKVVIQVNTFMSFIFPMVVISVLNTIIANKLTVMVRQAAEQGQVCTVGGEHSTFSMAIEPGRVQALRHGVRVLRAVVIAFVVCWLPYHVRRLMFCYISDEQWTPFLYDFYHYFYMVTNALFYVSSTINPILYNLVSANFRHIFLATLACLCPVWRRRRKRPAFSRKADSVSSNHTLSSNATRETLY
Rac1 GTP hydrolysis – MgcRacGAP GTPase-activating activity inhibitors, confirmation, biochemical, ADP Hunter fluorescence; MgcRacGAP-stimulated Rac1 GTP hydrolysis, ADP Hunter fluorescence; higher % means a stronger effect; GST-tagged Rac1 F28L mutant substrate; one-dose inhibition, % at 30 µM; IC50 in µM for titrated hits; 340,000 tested, 0.6% active; AID 624330;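 active = first-screen hits whose inhibition reached a set limit at any dose in the follow-up dose series; inconclusive = inhibition above the set first-screen limit but never retested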;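 note: fluorescence reports GDP produced by GAP-driven GTP hydrolysis; strong numbers were not always called active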
Siah-1 displacement – blockers of Siah-1 interaction with plectin peptide – biochemical, fluorescence polarization, rhodamine-plectin, uHTS, primary screen (AID 1817). Siah-1 / rhodamine-plectin peptide fluorescence polarization; higher % means a stronger effect. displacement, % at 20 µM, or IC50 in µM where a hit was titrated. 290,000 tested, 0.02% active;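 active = displacement of at least 50% at 20 µM, with a fluorescence ratio check between 0.3 and a set limit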;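 note: plate controls were Siah plus tracer with DMSO for no effect and tracer alone without Siah for full effect; strong numbers were not always called active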
UTI89 phage lysis – protection from phage-mediated lysis, alamar blue read-out – E. coli UTI89, K1F phage, bacterial capsule biogenesis inhibitors (AID 488966); E. coli UTI89 K1F phage lysis, alamar blue, 2 h; higher % means a stronger effect; inhibition, % at 100 µM; hits with a dose series show IC50 in µM; 340,000 tested, 0.02% active;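 active = phage lysis inhibition, versus mean bacterial control, above a set limit; inconclusive = no clear call, values can overlap the other calls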;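 note: capsule biogenesis inhibitors block K1F phage lysis so surviving cells raise fluorescence; higher fluorescence means more inhibition of phage lysis; actives were called in the ten point dose series up to 300 µM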
AID2073 – disruptors of CaV2.2 binding to Mint1 – biochemical, HTRF (AID 2073) | 290,000 tested, 0.19% active | inhibition, % at 20 µM; hits with a dose series show IC50 in µM | HTRF protein-protein interaction, Mint1-CaV2.2; higher % means a stronger effect; in the data active = inhibition mostly above about 51%, no sharp cut-off; inconclusive = no clear call, values can overlap the other calls; inactive = mostly below about 53%; note: some results filed as inactive read as strong as hits
NTR1 ag cell count 20 µM – second read-out of NTR1 ag, no call of its own (marks repeat the call); cell count; measured here: cell count, cytotoxicity flag
Dengue-2 NS5 capping pilot replicate – also measured in Dengue-2 NS5 capping; calls as there; inhibition, %; measured here: pilot screen replicate inhibition
* = called active by the depositor; ? = inconclusive; nt = not tested or not shown; & = joins results of further samples; [ ] = remark or other dose. No enrichment for hits. Share with any hit: about 1.6%.

The first 2 compounds as a preview:
SMILES | Dengue-2 NS5 capping | West Nile antiviral | RSV antiviral HEp-2 | Large T inhibition | NTR1 ag | NTR1 ag cell count 20 µM | Rac1 GTP hydrolysis | Siah-1 displacement | UTI89 phage lysis | AID2073 | others
c1ccc(CCn2c(SCc3ccccc3)nnc2-c2ccncc2)cc1 | -3% | -0.9% | 0.3% | 4% | -0.3 | 44 | 4% | -8% | -0.1% | -7%
CCN1CCN(c2ccc(NC(=O)c3cccc4ncccc34)cc2)CC1 | 1% | 0.1% | -0.7% | 2% | 1.7 | 53 | 11% | -3% | 0.4% | -5%

Results, from the first entry:
SMILES | Dengue-2 NS5 capping | West Nile antiviral | RSV antiviral HEp-2 | Large T inhibition | NTR1 ag | NTR1 ag cell count 20 µM | Rac1 GTP hydrolysis | Siah-1 displacement | UTI89 phage lysis | AID2073 | others
c1ccc(CCn2c(SCc3ccccc3)nnc2-c2ccncc2)cc1 | -3% | -0.9% | 0.3% | 4% | -0.3 | 44 | 4% | -8% | -0.1% | -7%
CCN1CCN(c2ccc(NC(=O)c3cccc4ncccc34)cc2)CC1 | 1% | 0.1% | -0.7% | 2% | 1.7 | 53 | 11% | -3% | 0.4% | -5%
S=c1[nH]nc(-c2ccccc2)n1/N=C/c1cccc(Br)c1 | -12% | 1.0% | 1.3% | -13% | 4.8 | 70 | 15% | -4% | 0.8% | -39%
Cc1ccccc1N1CCN(CCCN2C(=O)CC(=C(c3ccccc3)c3ccccc3)C2=O)CC1 | -3% | -0.6% | 22% | 0% | 0.3 | 39 | 1% | 0% | 8.2% | 1%
O=C(CCc1nnc(C2CCCCC2)o1)N1CCN(c2ccccc2F)CC1 | -7% | -0.3% | 1.5% | 14% | -0.4 | 47 | 5% | -2% | -0.2% | -6%
COc1ccccc1N(C(=O)c1snc(C(N)=O)c1N)C(C(=O)NCCC(C)C)c1ccco1 (stereo not drawn) | -2% | -0.9% | 0.8% | 16% | 2.0 | 81 | 12% | 2% | -0.4% | -7%
COc1ccccc1-c1cc(C(=O)N/N=C/c2ccc(C)s2)c2ccccc2n1 | -2% | nt | 39% | 9% | 1.4 | 58 | -1% | 0% | 1.8% | 28%
CC1CCCN(C(=O)Nc2cccc(NC(=O)N3CCCC(C)C3C)c2)C1C (stereo not drawn) | 9% | 1.0% | 1.5% | 11% | -0.2 | 28 | 6% | -5% | 1.5% | -5%
CC(OC(=O)Cc1ccsc1)C(=O)Nc1ccc(C(N)=O)cc1 (stereo not drawn) | -10% | nt | 0.4% | nt | 0.5 | 56 | 2% | nt | 0.7%[50 µM] | nt
Cc1nc(NC(=O)COC(=O)c2cc3c(s2)CCC(C)C3)c(Cl)cc1Cl (stereo not drawn) | -2% | -0.2% | 2.2% | 18% | 3.9 | 77 | 11% | 8% | 0.3% | 4%
CCOc1ccc(C(=O)NC2CCN(S(C)(=O)=O)CC2)cc1 | -3% | 0.1% | 0.3% | 5% | 2.8 | 82 | 5% | 2% | -0.2% | -4%
COc1ccc(S(=O)(=O)N2CCCC2C(=O)Nc2ccc(O)cc2)cc1 (stereo not drawn) | -1% | -0.4% | 1.1% | 23% | 1.0 | 61 | 32% | 8% | -2.4% | 0%
O=C(CSc1nnc([C@@H]2CCCN2)o1)c1ccc(Cl)cc1 | -6% | -0.3% | 0.3% | 18% | -2.6 | 89 | 4% | 1% | 0.4% | -16%
C=CCn1c(SCC(=O)NC2CCCC2)nc2scc(-c3ccco3)c2c1=O | -6% | -0.1% | 4.4% | 33% | 3.7 | 81 | 17% | 19% | 0.5% | 32%
Cc1noc(/C=C/N(C)C)c1S(=O)(=O)N1CCc2ccccc21 | -4% | 0.0% | 2.1% | 12% | -4.3 | 59 | 6% | -2% | -2.0% | 8%
COc1cccc(-c2nc(CS(=O)(=O)CC(=O)N3CCN(c4ccccn4)CC3)c(C)o2)c1 | -2% | -0.4% | 1.8% | 6%&3% | -1.2 | 98 | 2% | -4% | 1.2% | 3%
COc1cccc(N(CC(=O)NC2CCCC2)C(=O)CCCC(=O)Nc2ccccn2)c1 | -6% | -0.7% | 1.7% | 8% | -0.5 | 62 | 5% | 11% | 0.1% | 13%
COC(=O)c1ccc(CN2CCCC(C(=O)c3cc(F)ccc3OC)C2)cc1 (stereo not drawn) | -4% | -1.0% | 0.0% | 23% | 1.7 | 78 | 6% | 0% | 0.5% | 2%
Cn1c(SCc2cccnc2)nc2c(c1=O)SCC2 | 4% | -0.3% | -0.3% | 2% | 3.3 | 52 | 1% | -9% | 0.6% | 0%
NS(=O)(=O)c1ccc(NC(=O)CCCCC(=O)Nc2ccc(S(N)(=O)=O)cc2)cc1 | -3% | -0.5% | -0.7% | -3% | -1.1 | 95 | 9% | -5% | 0.1% | 0%
CC1CCCCC1NC(=O)c1ccco1 (stereo not drawn) | 7% | nt | nt | nt | -0.3 | 57 | 1% | nt | 2.4%[50 µM] | nt
COc1ccccc1NC(=O)c1ccccc1C(=O)O | nt | -0.2% | -0.7% | 5% | 1.0 | 41 | 2% | 0% | 1.8% | 6%
COC(=O)c1ccccc1NC(=O)Cn1c(SC)c(F)cnc1=O | -8% | 0.1% | -0.6% | 2% | 1.1 | 71 | 3% | -5% | 0.9% | -1% | Dengue-2 NS5 capping pilot replicate=1.2
O=C(O)CCC(=O)NNC(=O)CCC(=O)NCc1ccccc1 | -3% | 0.1% | 2.8% | 8% | 0.3 | 47 | 2% | -1% | 8.0% | -11%
O=C(CCC(=O)c1ccc(Cl)s1)Nc1ncccc1O | 2% | nt | 2.0% | nt | -0.2 | 43 | 1% | nt | 1.0%[50 µM] | nt
COc1ccc(CN(C)C(=O)c2oc3ccccc3c2CSC)cc1F | -2% | -0.7% | ? | 9% | 2.0 | 36 | 6% | 2% | 0.0% | -4%
Cc1c(Br)cc(C(=O)OC2CCN(C)CC2)c(C)c1C | -4% | 0.5% | -1.5% | 15% | 0.0 | 53 | 6% | 0% | 11% | -3%
CN(C)Cc1nc2ccccc2c(=O)n1CC#N | 1% | 0.6% | 1.0% | 8% | -0.7 | 57 | 5% | -10% | 0.0% | 0%
CC(OC(=O)Cn1nnc2ccccc21)C(=O)NC1CCCC1 (stereo not drawn) | -1% | -0.5% | 1.3% | 6% | 0.1 | 56 | 3% | 3% | 0.1% | 0%
O=C(CSc1nc(O)cc(=O)n1-c1ccc(Cl)c(Cl)c1)Nc1ccc(Cl)cc1Cl | -2% | -0.5% | 1.1% | 29% | 0.7 | 52 | 2% | 2% | -1.4%[50 µM] | 18%
Cc1ccc(C(=O)NCCCNC(=O)c2ccco2)cc1C | -14% | 0.6% | 0.8% | 3% | -1.5 | 46 | 3% | -2% | 0.1% | -4%
Cc1onc(-c2ccccc2Cl)c1C(=O)OCC(=O)Nc1cccc(S(=O)(=O)N(C)C)c1 | 0% | -0.4% | 18% | 3% | 1.1 | 68 | 8% | -1% | 1.0% | 0%
CCOc1ccc(CN(C(=O)c2cc3ccccc3oc2=O)C2CCS(=O)(=O)C2)cc1 (stereo not drawn) | 3% | -0.2% | 1.4% | 18% | 1.3 | 56 | 4% | -2% | 0.4% | 19%
CCCN(CCC)C(=O)CP(=O)(c1ccccc1)c1ccccc1 | 7% | 0.0% | nt | 8% | 0.2 | 85 | 8% | -2% | 2.7% | 0%
CCOC(=O)C(Sc1ncn[nH]1)c1ccccc1 (stereo not drawn) | -4% | 0.2% | 0.5% | 4% | 0.4 | 94 | 7% | -2% | 0.0% | -7%
CCn1cc(/C=C/C(=O)NCc2c(C)nn(C)c2C)cn1 | -7% | 0.6% | nt | 12% | -0.2 | 87 | 3% | 3% | 8.1% | -5%
CC1(C)Oc2ccccc2OC1(O)c1ccc2ccccc2n1 (stereo not drawn) | -3% | 1.6% | 8.1% | 2% | 1.9 | 49 | 5% | 6% | 7.3% | -10%
Cc1cccc(N2CCN(C(=O)C3CCC(CNS(=O)(=O)c4cccs4)CC3)CC2)c1C (stereo not drawn) | -11% | -1.0% | 3.6% | 11% | 8.2 | 46 | 3% | 10% | -0.3% | 3%
CC(OC(=O)c1ccc(F)c(S(=O)(=O)N2CCOCC2)c1)C(=O)NC1CCCC1 (stereo not drawn) | -4% | nt | nt | nt | -1.3 | 64 | 3% | nt | 0.5%[50 µM] | nt
Cc1ccc(-n2cc(-c3ccccc3)[nH]c2=O)cc1F | -1% | 0.0% | 1.1% | 11% | 0.1 | 57 | 10% | -2% | 0.5% | 8%
Cc1ccnc(Nc2nc3ccccc3s2)n1 | 5% | -0.1% | -1.1% | -3% | 1.3 | 43 | 3% | 2% | 0.1% | 20%
Cc1onc(-c2ccccc2Cl)c1C(=O)N/N=C(\N)COc1ccc(Cl)cc1 | -8% | nt | -1.2% | 2% | 2.4 | 71 | 5% | 9% | 0.3% | -1% | Dengue-2 NS5 capping pilot replicate=-3.0
O=C(NCc1ccccc1CN1CCCC1)c1cccc(S(=O)(=O)N2CCCC2)c1 | -3% | nt | 0.6% | nt | -2.2 | 86 | 2% | nt | 0.2%[50 µM] | nt
COc1ccc(-c2cn3cccnc3n2)cc1NC(=O)c1cccs1 | -1% | 1.5% | 2.8% | 14% | 0.1 | 64 | 7% | -5% | 1.6% | 16%
O=c1[nH]c(=O)n(Cc2ccccc2)c2c1CCC2 | 0% | -0.2% | -0.1% | -1% | -0.1 | 59 | 0% | -2% | 0.8% | 5%
CC1CCCN(C(=O)c2ccc(NS(=O)(=O)c3ccc4[nH]c(=O)[nH]c4c3)cc2)C1 (stereo not drawn) | -2% | nt | -1.0% | 10% | 1.1 | 68 | 10% | nt | 0.5%[50 µM] | nt
COc1ccc(-c2cc(C(=O)Nc3cc(C)on3)no2)cc1 | -15% | -0.3% | -0.2% | 14% | -0.6 | 51 | 9% | 12% | 0.5% | 44%
C=CCNC(=O)/C(C#N)=C/c1c(C)nn(-c2ccccc2)c1Cl | -17% | 0.4% | -0.8% | 0% | 3.1 | 75 | -3% | 2% | 1.6% | 6%
CCCNC(=O)C1CCN(c2cc(-c3ccccc3)nc3ncnn23)CC1 | -8% | -1.1% | 2.9% | 6% | 1.2 | 37 | 5% | -1% | -0.3% | 20%
O=c1oc2cc(OCc3nn[nH]n3)ccc2c2c1CCCC2 | -2% | -0.1% | 0.3% | 15% | -1.2 | 72 | 6% | 4% | 0.2% | 10%
Cc1cc(OCc2n[nH]c(=S)n2-c2ccccc2)ccc1Cl | -3% | -0.9% | 17% | 4% | 2.0 | 53 | 9% | -3% | 0.1% | -24%
Cn1c(=O)c2[nH]c(NCC3CCCO3)nc2n(-c2ccccc2)c1=O (stereo not drawn) | 0% | 0.5% | -1.5% | 10% | 0.7 | 35 | 7% | 2% | 0.6% | 28%

Bioassay records deposited in PubChem BioAssay by several laboratories.
